# Growth percent in the NCI-60 one-dose screen (48 h, 10 µM unless noted): 100 = growth as untreated, 0 = no growth, -100 = all killed.
# MOLT-4 – MOLT-4 leukemia cells; hit rate 6.9% among 80,000
# MDA-MB-468 – MDA-MB-468 breast cancer; hit rate 8.5% among 78,000
# K-562 – K-562 leukemia | hit rate 7.4% among 78,000
# SR – SR leukemia cells. hit rate 8.7% among 73,000. AID 1794780
# CCRF-CEM – CCRF-CEM leukemia; hit rate 7% among 77,000; AID 1794778
# MDA-MB-231 – MDA-MB-231 breast cancer; hit rate 5% among 81,000
# MDA-MB-435 – MDA-MB-435 melanoma; hit rate 7.8% among 82,000
# RPMI-8226 – RPMI-8226 leukemia cells | hit rate 7.5% among 77,000
# An asterisk follows results filed as active; / = not tested or not shown; & = joins results of further samples. The calls were made as follows: active = growth percent below 10; inactive = the rest.
SMILES,MOLT-4,MDA-MB-468,K-562,SR,CCRF-CEM,MDA-MB-231,MDA-MB-435,RPMI-8226
CC(C)(C)NC(C1=CC(C)(C)c2ccccc2C1=O)c1ccccc1 (configuration not stated),-47.4*,-100.0*,-34.8*,/,-5.2*,-1.4*,-25.4*,-44.9*
CCOC(=O)C(C(=N)C(=N)C(C(=O)O)C(=O)OCC)C(=O)O (configuration not stated),90.8,101.3,94.4,82.2,83.3,106.5,95.8,88.1
CN(C)CCN1C(=O)c2ccc3c4c(ccc(c24)C1=O)C(=O)N(CCN=C=S)C3=O,-52.2*,-88.8*,-29.7*,-39.7*,-50.6*,-84.5*,-90.9*,-45.0*
O=C(CCCCCCCCC(=O)N/N=C\c1ccccc1O)N/N=C\c1ccccc1O,15.0,-28.4*,16.4,13.5,10.8,38.1,33.8,32.8
CCCCOc1c(Cl)c(Cl)cc(Cl)c1Cl,73.0,118.3,83.6,66.0,117.3,100.0,116.7,87.2
COc1ccc2cc(-c3ccc(C(=O)N/N=C/c4ccc(OCc5ccccc5)cc4)c(C)n3)ccc2c1,95.9,95.2,/,92.0,100.7,86.7,82.7,79.5
O=C(Nc1cc(Cl)ccc1Cl)N1CCN(C(=O)Nc2cc(Cl)ccc2Cl)CC1,88.1,118.3,99.9,85.1,92.3,106.8,122.0,/
O=C1c2[nH]c(=O)[nH]c(=O)c2CN1Cc1ccccc1,99.8,112.1,97.3,96.5,107.3,98.4,100.9,/
Cc1cc(N=Nc2ccc(-c3ccc(N=Nc4ccc(O)c(C(=O)O)c4)cc3)cc2)c(N)cc1N,95.7,108.4,104.1,95.4,93.8,102.1,105.4,96.1
CN(C)CCCNC(=O)c1cc(NC(=O)c2cc(NC(=O)c3ccc(/C=C/c4ccccc4)cc3)cn2C)cn1C,-6.0*,37.4,-41.0*,-30.3*,22.9,65.6,58.6,0.0*
CCC(C)C(NC(=O)C(Cc1ccc(O)cc1)NC(=O)OCc1ccccc1)C(=O)OC (configuration not stated),70.9,108.7,90.9,86.4,90.1,120.6,111.5,91.5
CC(=O)Nc1nc2c(s1)CCCc1ccn(S(=O)(=O)c3ccccc3)c1-2,101.4,87.5,107.8,63.2,86.5,87.2,97.2,101.4
CC(=O)c1ccc(Nc2nc(SCCC(C)C)nc(-c3ccc(F)cc3)c2C#N)cc1,76.9,69.0,63.9,64.9,86.9,24.8,73.8,81.7
Cc1ccsc1[C@@H]1C[C@H](O)Cc2ccccc2N1,92.3,114.8,100.6,89.1,104.8,102.8,96.4,92.9
O=C(O)c1ccc(-c2nn(-c3ccc(C(=O)O)cc3)cc2/C=N/Nc2nc(-c3ccncc3)cs2)cc1,105.2,103.1,97.6,102.6,103.8,105.9,104.8,111.3
O=C1c2ccccc2C(=O)c2c1c(C(=O)NCc1ccccc1)c1ccccn21,96.3,101.4,84.5,90.9,90.2,96.8,103.2,95.8
NS(=O)(=O)c1ccc(CN=C2NC(=O)/C(=C/c3ccc(Br)cc3)S2)cc1,96.8,75.4,73.3,101.1,87.7,82.2,88.8,74.1
COc1ccc(-c2nn3c(-c4ccccc4F)nnc3s2)cc1,35.1,6.8*,18.7,15.4,58.5,41.1,-4.5*,58.0
CCN(CC)CCC(=O)c1ccc(Cl)cc1,102.9,112.1,108.0,102.2,85.4,111.7,107.6,68.3
O=C(N/N=C/c1ccc(Cl)cc1)c1ccc(Cc2n[nH]c(=O)c3cccnc23)cc1,98.6,89.8,105.8,135.0,106.7,102.1,95.5,117.1
O=C(CCc1ccccc1)Nc1ccccc1OC(=O)c1ccccc1,90.4,118.3,99.4,94.3,90.8,83.4,100.7,/
Cc1csc(Nc2nc(-c3cccc(Br)c3)nc(C(Cl)(Cl)Cl)n2)n1,80.7,-29.8*,84.0,67.7,91.4,15.5,65.3,35.8
CCC(=O)Sc1ccccc1C(=O)Nc1ccc(Cl)cc1,30.9,27.0,19.4,26.3,27.1,67.2,25.9,35.0
OC1CCC(Cn2c(C(F)(F)F)cc3c(Cl)ncnc32)CC1 (configuration not stated),-43.5*,9.1*,-4.0*,-58.9*,-7.2*,2.8*,8.3*,84.9
CC(=O)C(N=Nc1ccc(S(=O)(=O)Nc2nccs2)cc1)C(=O)Nc1ccc(Cl)cc1 (configuration not stated),/,84.0,/,/,99.7,116.1,103.8,104.7

# Compounds from the list above that contain an NH in an aromatic ring, in the order listed:
SMILES,MOLT-4,MDA-MB-468,K-562,SR,CCRF-CEM,MDA-MB-231,MDA-MB-435,RPMI-8226
O=C1c2[nH]c(=O)[nH]c(=O)c2CN1Cc1ccccc1,99.8,112.1,97.3,96.5,107.3,98.4,100.9,/
O=C(N/N=C/c1ccc(Cl)cc1)c1ccc(Cc2n[nH]c(=O)c3cccnc23)cc1,98.6,89.8,105.8,135.0,106.7,102.1,95.5,117.1

# Exported with tabs: 4 of the compounds above
SMILES	MOLT-4	MDA-MB-468	K-562	SR	CCRF-CEM	MDA-MB-231	MDA-MB-435	RPMI-8226
Cc1ccsc1[C@@H]1C[C@H](O)Cc2ccccc2N1	92.3	114.8	100.6	89.1	104.8	102.8	96.4	92.9
CCC(C)C(NC(=O)C(Cc1ccc(O)cc1)NC(=O)OCc1ccccc1)C(=O)OC (configuration not stated)	70.9	108.7	90.9	86.4	90.1	120.6	111.5	91.5
CC(C)(C)NC(C1=CC(C)(C)c2ccccc2C1=O)c1ccccc1 (configuration not stated)	-47.4*	-100.0*	-34.8*	/	-5.2*	-1.4*	-25.4*	-44.9*
OC1CCC(Cn2c(C(F)(F)F)cc3c(Cl)ncnc32)CC1 (configuration not stated)	-43.5*	9.1*	-4.0*	-58.9*	-7.2*	2.8*	8.3*	84.9

# Later entries.
SMILES,MOLT-4,MDA-MB-468,K-562,SR,CCRF-CEM,MDA-MB-231,MDA-MB-435,RPMI-8226
CC(Oc1cc(Cl)c(Cl)cc1Cl)C(=O)OCC(=O)N(C)C (configuration not stated),88.2,100.6,96.0,104.5,104.4,105.3,105.1,105.7
N#Cc1ccc(C(=O)C[n+]2ccn(CC(=O)Nc3cccc4cccnc34)c2)cc1,104.6,86.9,98.9,116.5,98.1,83.0,99.1,101.5
O=c1cc(/C(=C2/C=CC=N2)c2ccc[nH]2)c2cc(Cl)ccc2o1,7.2*,2.6*,24.8,23.7,28.3,71.0,9.8*,51.0
ClC(Cl)(Cl)c1cccc(C(Cl)(Cl)Cl)c1,73.1,108.3,85.2,76.9,81.8,96.1,102.5,95.4
O=C1/C(=C\c2cccn2Cc2ccccc2)c2ccccc2N1c1c(Cl)cccc1Cl,86.6,-77.5*,87.6,90.6,92.9,28.9,91.0,60.2
Cc1ccc(Cl)c(-n2c(SCC(=O)Nc3ccc(S(=O)(=O)Nc4nccs4)cc3)nc3ccccc3c2=O)c1,108.8,95.0,101.5,96.8,106.4,99.7,103.7,108.8
Cn1c(=O)c2[nH]c(Cc3ccc4c(c3)OCO4)nc2n(C)c1=O,121.7,106.3,107.7,120.0,87.0,122.9,106.9,88.8
Clc1ccc(COc2ccc(Nc3ncnc4c3sc3ncccc34)cc2)cc1,106.3,103.3,90.8,87.6,103.4,79.7,99.1,99.7
COc1ccccc1-c1c(-c2ccccc2)c[nH]c1C(=O)NCCO,99.8,90.5,98.0,103.3,97.7,100.2,106.6,102.3
C[C@]12CCC(=O)C=C1C=CC1C2CC[C@@]2(C)C1CC[C@@]21CCC(=O)O1 (some centres not stated),88.6,80.8,77.6,89.7,81.7,106.5,99.6,77.0
O=C(CSc1nc2ccccc2c(=O)n1-c1ccccc1)Nc1cccc(C(=O)/C=C/c2ccccc2)c1,88.6,91.3,70.1,77.5,90.3,94.3,93.2,6.0*
COc1ccc(/C(=C/c2cc(OC)c(OC)c(OC)c2)[N+](=O)[O-])cc1,0.3*,-75.2*,3.6*,-11.2*,-7.9*,10.0*,7.2*,-18.6*
N#CC1=C(Nc2ccccc2Cl)SC(c2ccncc2)NC1=O (configuration not stated),86.0&100.8,110.1&98.9,98.7&103.4,/,95.9,104.9,107.9&100.6,102.8
Cc1c(C(=O)C(SC(=S)N2CCCCC2)SC(=S)N2CCCCC2)nnn1-c1ccc(Cl)cc1,96.1,102.9,68.4,73.1,80.9,102.0,94.4,93.5
COc1ccc(/C=C/c2c(C(N)=O)c(C)nc3ccccc23)cc1,98.3,100.0,88.1,/,96.4,93.8,102.0,92.3
CCN1C2=C(Sc3ssc(=S)c31)SC1c3cccn3CCN1C2=O (configuration not stated),89.3,108.7,110.6,80.3,91.9,84.2,111.5,85.3
Cc1ccc2c(n1)C(=O)C(Br)=C(c1cccc(Cl)c1)C2=O,85.7,66.7,70.6,84.4,66.7,80.5,85.7,93.1
COc1cc(C(=O)Nc2cccc(C3CC(=O)c4c(cc(OC)c(OC)c4OC)O3)c2)cc(OC)c1OC (configuration not stated),61.9,84.5,52.1,38.1,39.4,76.8,96.3,24.8
NC(=O)NCSCNC(N)=O,104.8,98.3,105.1,105.3,103.6,107.8,105.2,/
Nc1[nH]nc2nc3n(c(=O)c12)-c1ccccc1Sc1ccccc1-3,66.6,99.2,73.8,75.2,110.0,80.6,105.2,96.2
COc1cc2c3c(c4c5ccccc5[nH]c4c2c(OC)c1OC)C(=O)N(CCN1CCOCC1)C3=O,6.6*,65.7,/,21.5,23.1,72.4,73.9,39.5
O=C1C=CC(=O)N1CO,-32.2*,117.3,-29.9*,/,101.1,109.0,127.0,111.7
Cc1c(C(=O)Nc2ccccc2)sc2c(=O)[nH]c(C(F)(F)F)nc12,82.5,/,100.8,99.8,90.4,91.3,102.8,91.0
COC(=O)C1=C(C(=O)c2ccco2)C(c2cc(OC)c(OC)c(OC)c2)C(C#N)=C(N)O1 (configuration not stated),102.2,102.3,93.5,112.4,107.1,102.6,102.6,108.5
Cc1c(C(N)=O)sc2ncn(CCO)c(=O)c12,190.3,103.7,163.4,151.1,128.2,112.5,81.5,/
# Additional results
SMILES,MOLT-4,MDA-MB-468,K-562,SR,CCRF-CEM,MDA-MB-231,MDA-MB-435,RPMI-8226
CCCCOc1nc2ccc(C)cc2cc1/C=C/c1cc(/C=C/c2cc3cc(C)ccc3nc2OCCCC)n(-c2ccccc2)n1,95.5,120.5,107.3,101.4,86.9,96.6,105.5,114.7
O=C(c1c[nH]c2ccccc12)c1n[nH]c(=S)n1Cc1ccccc1,96.9,100.3,75.1,84.3,92.5,105.7,99.6,81.1
Cc1cc(C)nc(NS(=O)(=O)c2ccc(N/C(N)=N/c3nccc(-c4ccccc4)n3)cc2)n1,38.8,64.2,49.3,53.8,67.7,59.4,86.0,60.8
CC/C(=C(\CC)c1ccc(O)c(CN(CC)CC)c1)c1ccc(O)c(CN(CC)CC)c1,89.6,71.0,52.9,22.0,99.6,67.6,82.5,55.8
CC(C)CNC(=O)c1c(N)n(CCc2ccccc2F)c2nc3ccccc3nc12,88.7,87.0,84.1,83.8,92.2,92.1,101.1,77.4
O=C(CC(C(=O)c1ccccc1)N1CCOCC1)c1ccccc1 (configuration not stated),45.7,101.4,40.5,28.5,9.1*,92.7,107.3,40.5
O=C(NNC(=O)c1ccc2ccccc2c1)c1cccc(F)c1,98.9,107.7,89.3,86.1,97.7,108.1,108.9,99.4
CCOC(=O)CC1CSC(N/N=C(\C)c2ccc3ccc(OC)cc3c2)=N1 (configuration not stated),92.6,103.7,/,99.2,98.6,87.7,99.6,99.4
Ic1ncnc2c1ncn2C1CCCCO1 (configuration not stated),84.4,112.7,88.3,105.5,115.5,105.5,119.8,104.4
CC(=O)N(C)c1cc([N+](=O)[O-])ccc1OCc1ccccc1,106.9,105.3,114.6,109.3,102.6,99.9,99.0,104.8
NNC(=O)C(N)=O,99.9,110.8,100.9,108.7,97.1,110.6,109.4,111.2
Cc1ccc(-c2cc3nc(C(Cl)Cl)nc(-c4cccnc4)n3n2)cc1,27.8,-61.5*,9.5*,14.6,/,2.5*,1.1*,16.5
N=C1SCC(=O)N1c1ccc(NC(=O)c2ccccc2-c2ccccc2C(=O)O)cc1,92.2,106.0,103.2,91.7,101.6,100.7,111.8,95.9
CC(C)N(C)CCOC(=O)C(c1ccccc1)C1C=CCCC1 (configuration not stated),76.8,100.8,93.9,99.1,93.7,113.3,105.7,99.8
CCN(C(C)=O)c1ccccc1,100.9,109.2,90.8,101.4,109.0,114.5,122.3,110.5
CCOC(=O)/C=C(\C(=O)OCC)C(C(=O)OCC)C(=O)OCC,98.5,102.9,96.9,92.7,/,106.4,100.9,103.4
C=C1C(=O)O[C@@H]2C[C@@H](C)CCC(=O)[C@](C)(OC(C)=O)C[C@H](OC(=O)/C(C)=C\C)[C@@H]12,50.8,32.7,/,4.9*,-17.2*,50.4,65.9,32.3
COc1ccc(-c2nc(SCCC(C)C)nc(N(CCO)CCO)c2C#N)cc1,81.3,92.6,85.6,77.4,82.8,79.1,86.7,85.4
COc1ccccc1Nc1ccc2c(O)cc(S(=O)(=O)O)cc2c1,92.2,120.1,100.8,87.0,99.6,102.8,96.6,/
O=c1[nH]c2cc(Cl)c(Cl)cc2n2cc3cccnc3c12,98.3,27.9,90.5,76.0,102.8,85.7,99.4,99.2
CCC(O)C1Sc2ccccc2N1C (configuration not stated),103.9,/,108.3,116.6,122.1,101.6,114.4,113.4
CC(=O)O[C@H]1CC[C@]2(C)[C@H]3CC[C@@H]4[C@H]5[C@H](C(C)C)CC[C@]5(C(=O)NCCN(CCN=C(N)N)CCN=C(N)N)CC[C@@]4(C)[C@]3(C)CC[C@H]2C1(C)C,107.0,64.5,104.5,107.5,94.8,102.4,106.7,97.7
COC1OC2COC(c3ccccc3)OC2C(OS(=O)(=O)c2ccc(C)cc2)C1OS(=O)(=O)c1ccc(C)cc1 (configuration not stated),91.4,102.4,89.2,97.0,124.6,105.8,94.6,122.5
C#CCOc1ccc(C2=NN(C(C)CC)C3N=C(Cl)c4ncn(C(C)CC)c4N23)cc1OCC#C (configuration not stated),79.0,101.3,86.3,82.5,73.2,89.9,104.8,83.5

# Compound activity deposited in PubChem BioAssay by NCI.

# Rows are unselected, and some 16% of all compounds hit somewhere here.
